ELG1 genotox – inducers of genotoxicity in HEK293T ELG1-luciferase cells; HEK293T ELG1-luciferase reporter, luminescence, 16 h; Potency, µM (highest dose often 46 µM), for inactives: top-dose activity change, positive = activation, actives largely listed as activators; actives 1.3% (n = 330,000); AID 504466; further: potency means the concentration at half of the fitted maximal effect; % of control where 0% means no effect; nearly all actives have a fitted effect of over 60% in size
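Screening used a luciferase reporter fused to human ELG1 in HEK293T cells. Luminescence was read on a CCD plate imager after 16 hr exposure and 30 min ONE-Glo incubation.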
Rab9 promoter act – Rab9 promoter activation | Huh7 Rab9 promoter-luciferase reporter, luminescence, 24 h | Potency, µM (top dose mostly 9.22 µM), for inactives: at the highest dose activation, negative = inhibition, actives largely listed as activators | actives 2.8% (n = 320,000); further: potency means the concentration at half of the fitted maximal effect; % of control where 0% means no effect; nearly all actives have a fitted effect of over 60% in size
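Luminescence read-out: Huh7 cells stably expressing Rab9-luciferase, treated 24 h with compound at 37 °C, then lysed with luciferase reagent for 10 min at ambient before reading.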
FLuc counter – inhibits or activates purified firefly luciferase, miR-21 counter-screen | purified FLuc, Km substrates, luminescence inhibition | Potency, µM (top dose mostly 57.5 µM), for inactives: at the top dose activity change, negative = inhibition, most hits filed as inhibitors | actives 6.9% (n = 360,000);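 further: potency means the concentration at half of the fitted maximal effect; plate controls were vehicle for no effect and reference inhibitor for full effect; nearly all actives have a fitted effect of over 55% in size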
Target sequence (P08659 whole entry, looked up): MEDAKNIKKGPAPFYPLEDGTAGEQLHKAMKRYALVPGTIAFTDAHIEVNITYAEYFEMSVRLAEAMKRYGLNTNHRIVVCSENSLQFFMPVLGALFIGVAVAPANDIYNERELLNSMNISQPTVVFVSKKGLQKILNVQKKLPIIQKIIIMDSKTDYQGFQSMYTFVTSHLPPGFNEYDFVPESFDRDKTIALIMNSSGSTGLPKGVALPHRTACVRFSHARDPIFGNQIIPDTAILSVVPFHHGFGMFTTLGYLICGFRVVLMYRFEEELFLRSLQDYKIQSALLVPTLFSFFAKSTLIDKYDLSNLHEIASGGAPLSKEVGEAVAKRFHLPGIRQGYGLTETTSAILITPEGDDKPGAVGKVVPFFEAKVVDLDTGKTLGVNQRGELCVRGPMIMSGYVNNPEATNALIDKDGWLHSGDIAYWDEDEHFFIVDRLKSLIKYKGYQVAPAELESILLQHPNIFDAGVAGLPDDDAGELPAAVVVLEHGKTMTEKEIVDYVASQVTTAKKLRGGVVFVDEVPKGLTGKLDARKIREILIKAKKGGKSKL
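Biochemical qHTS of compounds, final roughly 60 µM downward over six points, against 10 nM purified firefly luciferase using Km concentrations of substrates (10 uM D-luciferin, 10 uM ATP) in Tris acetate pH 7.5 buffer; luminescence output.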
TRPV1 agonist – agonists of human vanilloid receptor 1 (TRPV1); TRPV1-expressing cells, Fluo-8 calcium influx, agonist mode; activation, % at 8.33 µM; Q8NER1; AID 540275; actives 0.19% (n = 320,000); in the data active means activation above about 80%; inconclusive means between about 30% and that limit; further: 0% is about no effect
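TRPV1-expressing cells were cultured overnight at 35.5C and loaded with Fluo-8 calcium dye for 40 to 90 min at room temperature. After a 10 s baseline, compound was added and calcium influx was read kinetically for 3 min (ex 480/em 520 nm).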
NPC1 prom act – activates the NPC1 promoter | Huh7 NPC1 promoter luciferase reporter, 24 h | Potency, µM (highest dose often 9.22 µM), for inactives: top-dose activation, usual class: activators | actives 2.4% (n = 320,000) | AID 485313;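 further: potency means the concentration at half of the fitted maximal effect; % of control where 0% means no effect; nearly all actives have a fitted effect of over 60% in size; reporter is driven by a mutant NPC1 promoter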
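Luciferase expression driven by the NPC1 promoter was measured in stably transfected Huh7 cells after a 24 h compound incubation, using a luciferase reagent and a luminescence read.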
ELG1 repair inh – inhibitors of ELG1-dependent DNA repair in HEK293T cells. HEK293T ELG1-luciferase reporter, luminescence, 16 h; DNA damage induced by 5-fluorouridine. Potency, µM (doses to about 46.1 µM), without a hit: at the top dose activity change, negative = inhibition, most hits filed as inhibitors. actives 2.3% (n = 330,000). AID 504467; further: potency means the concentration at half of the fitted maximal effect; on the % scale 0 is the no-effect control and ±100 the full control effect; nearly all actives have a fitted effect of over 55% in size
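Cells (2,000 per well) received 5-fluorouridine plus test compound or DMSO and were incubated 16 hr at 37 °C, 5% CO2. Luciferase activity was read by luminescence 30 min after ONE-Glo addition; signal suppression marked inhibition of damage-induced ELG1 function.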
Gal4-VP16 FLuc – inhibits Gal4-VP16 luciferase reporter, ROR gamma counter-screen; Potency, µM (highest dose often 53.6 µM), for the others: at the top dose activity, negative = inhibition, usual class: inhibitors; actives 3.5% (n = 310,000); Drosophila S2 Gal4-VP16 UAS-luciferase, luminescence, 20 h;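 further: Gal4-VP16 expression switched on by copper sulfate through the metallothionein promoter; potency means the concentration at half of the fitted maximal effect; on the % scale 0 is the no-effect control and ±100 the full control effect; nearly all actives have a fitted effect of over 50% in size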
Tb PFK block – T. brucei PFK enzyme inhibition; T. brucei PFK, ADP-Glo luminescence; actives 0.17% (n = 330,000); Potency, µM (highest dose often 57.5 µM), for the others: at the top dose activity, negative = inhibition, hits mostly inhibitors; O15648;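 further: potency means the concentration at half of the fitted maximal effect; 0% = uninhibited 1x PFK enzyme wells and -100% = no-enzyme wells; nearly all actives have a fitted effect of over 60% in size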
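Luminescent ADP detection (ADP-Glo, two-step: ATP depletion then ADP-to-ATP conversion for luciferase) reported PFK activity after 45 min room-temperature reaction of 1.25 nM enzyme with 0.5 mM F6P and 0.1 mM ATP at pH 8.0.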
BRCA1 expr act – increases BRCA1 expression. MCF7-BRCA1-FFLuc reporter, luminescence, 48 h; response scale: scaled: vehicle 0%, 10 µM genistein 100%. Potency, µM (series often up to 46.1 µM), for inactives: at the top dose activation, actives largely listed as activators. actives 1.1% (n = 380,000). AID 624202; further: potency means the concentration at half of the fitted maximal effect; nearly all actives have a fitted effect of over 80% in size; some results filed as inactive show a strong effect at the top dose
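First, MCF7-BRCA1-FFLuc cells (2000/well) attach for 2 h; next, compounds are pin-added and incubated 48 h at 37 °C; finally, luciferase reagent is added and luminescence read after 15 min.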
RORgamma inh – blocks mouse ROR gamma transcriptional activity; P51450; Drosophila S2 Gal4-RORgamma UAS-luciferase reporter, 20 h; Potency, µM (top dose mostly 53.6 µM), for inactives: top-dose activity change, negative = inhibition, most hits filed as inhibitors; actives 5.4% (n = 310,000); AID 2551; further: potency means the concentration at half of the fitted maximal effect; on the % scale 0 is the no-effect control and ±100 the full control effect; nearly all actives have a fitted effect of over 60% in size
Target sequence (P51450 whole entry, looked up, the tested form may be a part): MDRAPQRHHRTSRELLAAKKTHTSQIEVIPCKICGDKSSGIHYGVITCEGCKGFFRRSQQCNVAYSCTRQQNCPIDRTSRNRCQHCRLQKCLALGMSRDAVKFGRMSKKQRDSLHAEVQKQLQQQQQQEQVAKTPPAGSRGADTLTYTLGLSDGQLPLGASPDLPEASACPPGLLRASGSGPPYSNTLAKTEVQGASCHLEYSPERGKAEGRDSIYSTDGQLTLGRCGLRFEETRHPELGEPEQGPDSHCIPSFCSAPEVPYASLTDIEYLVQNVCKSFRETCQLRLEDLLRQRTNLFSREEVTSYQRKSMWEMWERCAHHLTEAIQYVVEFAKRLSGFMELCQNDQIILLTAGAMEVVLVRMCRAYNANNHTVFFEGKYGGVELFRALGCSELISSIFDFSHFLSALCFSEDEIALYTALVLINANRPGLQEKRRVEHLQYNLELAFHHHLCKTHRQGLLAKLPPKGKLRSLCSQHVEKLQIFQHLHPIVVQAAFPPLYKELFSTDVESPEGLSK
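Luciferase reporter read in Schneider cells carrying Gal4-RORγ (mouse) and UAS-Photinus luciferase; cells given compound 1 h before 700 uM copper sulfate induction, then incubated 20 h at ambient temperature.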
p53 reactivator – restores transcriptional activity of mutant p53. actives 0.063% (n = 320,000). H1299 p53-A138V BP100-luciferase reporter, luminescence, 24 h. Potency, µM (highest dose often 92.2 µM), for the others: at the top dose activity change, positive = activation, usual class: activators; further: potency means the concentration at half of the fitted maximal effect; % of control where 0% means no effect; nearly all actives have a fitted effect of over 45% in size
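H1299 (p53-null), stable ts p53-A138V + BP100-Luc; 1000 cells/well, Opti-MEM/10% FBS; cpd 4 pt, 1:5; 24 h, 37 deg C, 5% CO2; detection reagent 10 min RT; luminescence.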
* hit, by the source's call; u = inconclusive; x = no result given; [ ] = remark or other dose. Unless noted, the call rests on the fitted dose curve; in most records, active means well fitted curve in the direction sought with a large enough effect; inconclusive means small, poorly fitted or top-dose-only effect, or another doubt; inactive means no such curve, though single readings can be large; an effect the other way counts as inactive or inconclusive.

molecule,ELG1 genotox,Rab9 promoter act,FLuc counter,TRPV1 agonist,NPC1 prom act,ELG1 repair inh,Gal4-VP16 FLuc,Tb PFK block,BRCA1 expr act,RORgamma inh,p53 reactivator
CC1CCCC(NC(=O)c2ccc(F)c(S(=O)(=O)N3CCOCC3)c2)C1C (configuration not stated),4.7%,-5.8%,4.9%,u,-3.0%,-19.4%,x,4.7%,-25.6%,x,-2.5%
COc1ccccc1-c1nnc(SCC(=O)O)n1-c1ccccc1,-0.7%,-6.8%,u,1.0,-0.3%,-1.0%,2.2%,-3.1%,0.0%,-2.5%,2.4%
Cn1cc(CCNC(=O)CC2C(=O)NCCN2Cc2cccc(Oc3ccccc3)c2)cn1 (configuration not stated),2.0%,-4.3%,1.4%,0.9,-3.2%,0.2%,-10.9%,-0.5%,28.7%,2.7%,-0.4%
O/N=C1/CCCCc2sccc21,3.7%,0.7%,-1.8%,2.7,1.8%,1.3%,0.6%,-0.9%,0.5%,19.5%,-3.2%
CCOC(=O)c1ccc(N2C(=O)c3n[nH]c(C)c3C2c2ccc(OC)cc2OC)cc1 (configuration not stated),-1.6%,-3.0%,-1.0%,5.1,-1.4%,u,0.3%,2.1%,-43.4%,u,-6.3%
C=CC[n+]1c(-c2ccc(OCC)cc2)csc1NNC(=O)Nc1ccccc1,-0.6%,-17.7%,5.3%,8.9,-7.3%,u,u,0.4%,-59.4%,15.8µM*,6.4%
C[C@]12C=CC(=O)C=C1CCC1C2CC[C@@]2(C)C1CCC21OCCO1 (some centres not stated),-0.3%,x,x,x,x,u,x,1.0%,-37.8%,x,5.0%
N#Cc1c(N)nc2c(c1N)CC(CO)O2 (configuration not stated),1.0%,-0.9%,4.4%,-0.8,-1.3%,-3.1%,4.0%,4.7%[0.46 µM],0.5%,-3.1%,3.6%
CC(=O)c1cccc(NC(=O)c2ccc(S(=O)(=O)N3CCCCC3)cc2)c1,-7.1%,-1.0%,2.3%,u,0.5%,u,-0.8%,-10.8%,-43.5%,-7.8%,-11.3%
Cc1ccc(SCCCn2cncn2)cc1,1.2%,2.1%,-9.8%,-0.4,3.4%,18.3%,7.1%,18.9%,58.3%,29.2%,3.1%
CN(C)S(=O)(=O)c1ccc(C(=O)OCC(=O)c2ccc(OC(F)F)cc2OC(F)F)cc1,3.1%,-5.5%,6.9%,-0.2,-3.8%,-3.9%,-12.0%,-1.0%,-2.4%,11.7%,-0.4%
O=C(NC1CCN(S(=O)(=O)c2cccc(F)c2)CC1)c1ccc(F)cc1,-3.4%,0.6%,0.7%,4.0,1.1%,-1.1%,3.8%,0.2%,0.6%,-19.1%,x
CCOC(=O)N1CCC(=NNC(=O)c2cc3ccccc3cc2O)CC1,-1.6%,-1.6%,u,1.4,-0.9%,5.2%,u,6.5%,-32.1%,12.6µM*,5.0%
O=C(O)CCC(=O)NC(c1ccccc1)c1ccccc1,-1.5%,-6.2%,-15.9%,-1.8,0.4%,0.6%,1.1%,-0.2%,6.7%,8.8%,15.8%
COc1ccccc1CNC(=O)c1ccc2nc(N3CCOCC3)sc2c1,0.0%,1.1%,-2.3%,2.5,-0.6%,-3.2%,0.0%,-1.4%,-0.8%,14.4%,x
CN(C)/C=C/C(=C\C(=O)C(F)(F)F)Nc1ccc(C(F)(F)F)cc1,-6.0%,-1.3%,-0.7%,0.6,-2.5%,-15.2%,-2.0%,2.3%,-50.2%,-0.2%,8.5%
CN(C(=O)c1ccccc1Br)C1CCS(=O)(=O)C1 (configuration not stated),3.6%,0.5%,0.8%,-0.8,0.2%,18.1%,x,3.0%,-12.9%,x,3.6%
CC(C)(C)c1ccc(S(=O)(=O)NCCOCC(F)(F)C(F)F)cc1,-3.2%,-5.5%,2.3%,15.1,-2.0%,-7.4%,-23.8%,-1.1%,-35.4%,-17.1%,-3.7%
C=CCc1cc(Cl)ccc1OCCn1ccnc1,0.7%,-1.1%,-0.7%,-8.8,2.7%,2.2%,-19.2%,-1.0%,-11.1%,-32.9%,x
CC(=O)N(C(C)=O)c1c(C#N)c(C)n(-c2ccccc2)c1C(=O)c1ccccc1,1.8%,2.6%,-2.5%,-4.5,-0.2%,13.4%,1.8%,-1.0%,-12.5%,4.5%,-18.0%
CCOc1ccc(S(=O)(=O)n2ccc(C)n2)c2ccccc12,-5.4%,2.0%,-0.7%,-1.2,-1.8%,-8.2%,-16.1%,2.6%,-9.3%,u,-10.3%
Cc1cc(C(=O)CN2CCN(CC(=O)Nc3ccc(F)cc3)CC2)c(C)n1C1CC1,0.6%,-5.1%,x,1.0,0.5%,-8.2%,x,-1.3%,79.1%,x,1.7%
O=C(Cn1nc(-c2ccco2)ccc1=O)Nc1cc(C(F)(F)F)ccc1Cl,-1.9%,-0.5%,0.7%,4.4,-0.6%,-7.3%,-1.9%,-5.3%,-9.9%,17.4%,-8.6%
CN(CCOc1ccc(Cl)cc1)C(=O)CNS(=O)(=O)c1ccc(N(C)C)c([N+](=O)[O-])c1,1.9%,-4.5%,0.4%,4.1,1.5%,-0.8%,x,0.0%,-5.4%,x,-6.6%
COc1cc(-c2[nH]ncc2CN2CCc3sccc3C2)cc(OC)c1OC,6.9%,-3.6%,1.0%,0.0,-8.1%,8.8%,2.2%,-3.3%,-25.6%,32.7%,-4.4%
Cc1ccc(-c2n[nH]c(=O)c3ccccc23)cc1S(=O)(=O)Nc1ccccc1,0.5%,-1.0%,0.9%,6.5,0.6%,u,u,0.0%,-71.1%,u,-32.8%[inhibitor]
CCc1cccc(NC(=O)CNC(=O)N2CC(=O)Nc3ccccc32)c1,-0.3%[9.26 µM],-3.7%,-1.4%,-1.1,2.4%,11.8%,1.6%,-1.9%,-32.9%,20.8%,2.3%
CCN(CC)c1ccc(/C=N/N2CCN(Cc3ccccc3)CC2)c(O)c1,-4.6%,-6.3%,2.5%,0.4,-2.8%,-14.0%,-13.2%,3.9%,-30.3%,19.3%,2.8%
O=C(CCS(=O)(=O)c1ccccc1)NC1CCCCC1,14.6µM*,u,16.9µM*,0.4,25.4%,u,-7.2%,0.6%,88.4%,-22.4%,u
O=C(O)CC(C(=O)NC1CCCCC1)C1CCCO1 (configuration not stated),-0.5%,-7.1%,4.5%,-0.7,-1.6%,0.5%,-5.8%,1.7%,11.6%,-25.7%,-2.8%
NC(=O)C1CCN(C(=O)c2cn(-c3ccccc3)nc2-c2cccnc2)CC1,-9.5%,0.0%,-10.3%,-1.2,-2.4%,7.8%,x,7.8%,25.0%,x,-2.7%
Cc1nnsc1C(=O)NC1CCCc2c1cnn2-c1ccccc1F (configuration not stated),-5.9%,-26.9%,4.8%,u,-22.6%,u,10µM*,-14.6%,-35.5%,16.6%,12.0%
O=C(CN1C(=O)NC2(CCc3ccccc32)C1=O)NCc1ccc(F)cc1 (configuration not stated),-0.9%,-1.4%,3.2%,-2.2,-4.1%,21.8%,x,-1.7%,-18.0%,x,2.9%
NS(=O)(=O)c1cccc(NC(=O)c2cccc(-c3ccc(O)cc3)c2)c1,1.3%,-1.4%,16.9µM*,-0.2,1.2%,u,-17.8%,-2.0%,-34.0%,6.9%,7.6%
COc1ccc(S(=O)(=O)N2CCOCC2)cc1NC(=O)CN1CCN(C)CC1,0.8%,2.0%,0.1%,-0.2,-3.8%,16.2%,x,0.2%,9.2%,x,7.3%
CC1=NN(c2ccc(C)cc2)C(=O)/C1=C\c1ccc(Br)s1,13.7%,7.9%,-13.4%,0.4,2.2%,u,-9.4%,2.7%,-37.8%,0.3%,0.7%
COCCn1nnnc1CN1CCN(C(=O)c2ccco2)CC1,-0.7%,4.2%,-3.1%,0.5,-3.0%,0.4%,-17.0%,-1.1%,2.3%,-18.5%,-5.5%
CCN(CC(=O)Nc1ccc(NC(C)=O)cc1)C(=O)CCCc1nc2ccccc2c(=O)[nH]1,-2.0%,-0.7%,3.3%,2.1,-3.7%,-6.1%,x,0.0%,-16.6%,x,-1.9%
Cc1ccc(S(=O)(=O)N2CCCCC2)cc1NC(=O)CSCC(=O)O,-1.1%,0.5%,3.3%,0.7,-2.2%,10.9%,-3.4%,3.5%,-5.4%,5.9%,-1.4%

High-throughput results deposited in PubChem BioAssay by National Center for Advancing Translational Sciences (NCATS).
